# Bcl-XL Bim block: disrupts Bim peptide binding to human Bcl-XL | inhibition, % at 10 µM | bead flow cytometry, fluorescence | Q07817 | 0.04% of 190,000 active
# Target sequence (Q07817 whole entry, looked up): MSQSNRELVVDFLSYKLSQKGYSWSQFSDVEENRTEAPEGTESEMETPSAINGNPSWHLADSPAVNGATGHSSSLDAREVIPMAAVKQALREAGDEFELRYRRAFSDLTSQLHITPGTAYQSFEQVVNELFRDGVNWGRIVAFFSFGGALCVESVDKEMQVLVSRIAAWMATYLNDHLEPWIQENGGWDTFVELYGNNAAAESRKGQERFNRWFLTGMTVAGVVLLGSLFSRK
# Bcl-2 Bim block: inhibitors of Bim-Bcl-2 interaction, human. P10415. Bead-based flow cytometry, Bim peptide-Bcl-2 binding. inhibition, % at 10 µM. 0.06% of 190,000 active. AID 950; in the data active means inhibition above about 40%; inconclusive means no clear call, values can overlap the other calls;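 further: 0% = no compound wells with probe peptide and 100% = reference peptide inhibitor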
# ABCB1 inh: human ABCB1 inhibition, ABCG2 as counter-screen; P08183; CCRF-Adr cells, JC-1 efflux, flow cytometry; inhibition, % at 6.6 µM; 0.067% of 190,000 active; AID 1326; in the data active means inhibition above about 40%;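 further: 0% = vehicle and 100% = reference inhibitor; higher value means more JC-1 retained so stronger ABCB1 efflux block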
# ABCG2 block: human ABCG2 inhibition, ABCB1 as counter-screen. IgMXP3 cells, JC-1 efflux, flow cytometry. inhibition, % at 6.6 µM. 0.1% of 190,000 active. AID 1325;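 active means inhibition above 80%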;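 further: 0% = DMSO and 100% = nicardipine control wells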
#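 test system = two drug-resistant human cell lines, ABCG2 and ABCB1 | amount = 3 million cells/mL final, two lines in 1:1 ratio | reagent = JC-1 transporter substrate | doses = one concentration, 6.6 µM final | incubation = 10 min at 25 °C | signal = flow cytometric JC-1 green MFI at 530 nm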
# Bim-Bcl-W: disrupts Bim peptide binding to human Bcl-W; Q92843; bead-based flow cytometry; inhibition, % at 10 µM; 0.02% of 190,000 active; AID 952;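 further: 0% = bound tracer without compound and 100% = peptide blocker; higher means less fluorescent Bim peptide bound to Bcl-W beads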
# Target sequence (Q92843 whole entry, looked up): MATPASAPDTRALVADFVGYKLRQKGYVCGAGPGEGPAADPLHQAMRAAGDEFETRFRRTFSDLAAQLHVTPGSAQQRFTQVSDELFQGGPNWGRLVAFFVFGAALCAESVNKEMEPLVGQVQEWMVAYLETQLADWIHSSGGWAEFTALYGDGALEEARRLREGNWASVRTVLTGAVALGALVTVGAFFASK
# GSH fluor: GSH bead compound fluorescence profile | GSH beads flow cytometry, compound fluorescence 488/530 nm; hits give high values | 0.25% of 190,000 active | fluorescence (KMESF) at 10 µM; in the data active means fluorescence above about 89;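 further: glutathione beads carrying GST-tagged Bcl family fusion proteins plus one bare bead set; values are compound well signal with DMSO vehicle wells as background; inactives centre near 16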
# Avidin bead fluor: compound fluoresces at 488/530 nm on avidin beads | fluorescence (KMESF) at 10 µM | 0.38% of 220,000 active | AID 1775 | compound fluorescence 488/530 nm, flow cytometry; hits give high values; in the data active means fluorescence above about 47; further: inactives centre near 10
# RGS4-Gao reg: modulates binding of RGS4 to human Galphao; P09471; Multiplexed bead flow cytometry; actives lie on both sides; binding response (% of control), % at 10 µM; 0.33% of 220,000 active; in the data active means binding response below about 49% or above about 150%; inactive means in between;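 further: fluorescent Galphao activated with aluminum fluoride binding bead-coupled RGS4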
# Target sequence (P09471 whole entry, looked up): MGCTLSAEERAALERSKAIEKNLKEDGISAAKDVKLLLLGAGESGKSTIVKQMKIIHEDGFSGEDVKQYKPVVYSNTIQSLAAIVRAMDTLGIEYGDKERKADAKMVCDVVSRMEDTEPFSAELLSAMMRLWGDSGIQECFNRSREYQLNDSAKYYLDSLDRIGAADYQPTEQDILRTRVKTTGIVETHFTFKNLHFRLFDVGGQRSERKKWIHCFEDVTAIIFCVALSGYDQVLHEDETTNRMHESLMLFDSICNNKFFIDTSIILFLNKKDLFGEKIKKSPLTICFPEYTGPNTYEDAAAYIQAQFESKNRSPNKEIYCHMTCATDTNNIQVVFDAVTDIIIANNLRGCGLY
# Bcl-B Bim block: disrupts Bim peptide binding to human Bcl-B; Q9HD36; bead-based flow cytometry; inhibition, % at 10 µM; 0.073% of 190,000 active; AID 951;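 further: 0% = tracer peptide without compound and 100% = reference inhibitor peptide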
# Target sequence (Q9HD36 whole entry, looked up): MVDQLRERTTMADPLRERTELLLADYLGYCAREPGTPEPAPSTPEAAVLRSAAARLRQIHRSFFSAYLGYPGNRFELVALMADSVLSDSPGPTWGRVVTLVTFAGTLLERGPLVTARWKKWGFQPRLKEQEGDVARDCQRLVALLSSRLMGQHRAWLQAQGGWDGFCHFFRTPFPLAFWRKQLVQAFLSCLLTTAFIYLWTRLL
# RGS7-Gao reg: regulators of human RGS7-Galphao interaction; P09471; 0.35% of 220,000 active; Multiplexed bead flow cytometry, RGS7-Galphao binding; actives lie on both sides; binding response (% of control), % at 10 µM; AID 1439; in the data active means binding response below about 49% or above about 150%; inconclusive means no clear call, values can overlap the other calls; inactive means in between;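 further: fluorescent Galphao held in activated GDP-AlF4 state binding bead-coupled RGS7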
# Bfl-1 Bim block: inhibitors of Bim-Bfl-1 interaction, human; Q16548; Bead-based flow cytometry, Bim-Bfl-1 binding inhibition; inhibition, % at 10 µM; 0.12% of 190,000 active; AID 1008;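 further: 0% = wells without compound plus tracer and 100% = blocker peptide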
# * hit, by the source's call; ? = inconclusive; . = no result given. Unless noted, no stated cut-off is given here; in the data, active means inhibition above about 40%.
SMILES,Bcl-XL Bim block,Bcl-2 Bim block,ABCB1 inh,ABCG2 block,Bim-Bcl-W,GSH fluor,Avidin bead fluor,RGS4-Gao reg,Bcl-B Bim block,RGS7-Gao reg,Bfl-1 Bim block
O=[N+]([O-])c1cccnc1-n1cnc2ccccc21,-8.0,0.0,0.5,2.7,-5.0,8,7,103.2,-5.0,100.0,3.0
Cc1nn(-c2ccccc2)c2c1C(=O)N(c1ccccc1)C(=O)C(C)(C)C2,-3.0,-2.0,0.3,0.2,-2.0,23,10,102.0,-3.0,101.9,-1.0
COc1ccc(CN(CCN2CCOCC2)C(=O)c2c(F)cccc2F)cc1OC,-3.0,-2.0,0.0,0.8,0.0,20,9,102.0,-2.0,98.8,0.0
CN(C)C=Nc1ccc2nn(-c3ccccc3)nc2c1,0.0,-7.0,0.0,0.2,5.0,18,7,105.5,-6.0,101.5,-8.0
Fc1ccc(CN2CCN3CCCC3C2C2CCCCC2)cc1F (stereo not given),-4.0,-12.0,0.6,1.7,0.0,29,10,98.4,-11.0,99.2,-15.0
O=C(c1cccc(N2C(=O)C3CC=CCC3C2=O)c1)N1CCN(c2ccccc2)CC1 (stereo not given),-2.0,-2.0,0.9,1.2,-3.0,17,22,99.8,-3.0,99.7,-5.0
COc1ccc(/C=N/n2c(SC)nnc(C(C)(C)C)c2=O)c(OC)c1,-2.0,-7.0,0.2,2.9,3.0,47,8,99.5,-4.0,97.7,-14.0
Cc1ccc(NC(=O)C(=O)NCCN2CCN(S(=O)(=O)c3ccccc3)CC2)cc1C,-1.0,0.0,1.1,2.3,3.0,13,22,99.3,-2.0,101.6,4.0
Cc1ccccc1OCCn1cc(C(=S)N2CCN(C)CC2)c2ccccc21,-3.0,-4.0,2.5,11.2,-2.0,11,13,106.1,-1.0,101.8,-3.0
COc1cc(C)c(Cl)cc1S(=O)(=O)N(C)C,1.0,-6.0,0.0,-0.5,6.0,8,8,96.8,-6.0,98.8,-10.0
CC1(C)CC(=O)C(C(=O)C2CCN(S(=O)(=O)c3ccccc3)CC2)C(=O)C1,0.0,-2.0,1.3,6.0,1.0,26,11,102.1,-2.0,101.7,-7.0
COc1ccc(-c2nn(C)c(=O)c3ccccc23)cc1NC(=O)COc1ccccc1,1.0,0.0,1.7,5.2,4.0,30,7,91.0,-4.0,92.9,-4.0
N#C/C(=C(/O)COc1ccc(Br)cc1)c1nnc2n1CCCCC2,-2.0,-4.0,2.7,1.9,-1.0,15,11,99.8,-3.0,96.3,-5.0
Cc1cccc(-c2nnnn2-c2cccc(C)c2)c1,-3.0,0.0,0.4,1.1,0.0,12,10,100.4,-1.0,98.9,-5.0
CC(C)N(Cc1nc(-c2ccccc2)no1)C(=O)c1ccc(Br)o1,3.0,-1.0,0.4,2.6,0.0,16,11,104.1,1.0,98.7,0.0

# Overlap with the part before: 2 entries, then new ones.
SMILES,Bcl-XL Bim block,Bcl-2 Bim block,ABCB1 inh,ABCG2 block,Bim-Bcl-W,GSH fluor,Avidin bead fluor,RGS4-Gao reg,Bcl-B Bim block,RGS7-Gao reg,Bfl-1 Bim block
Cc1cccc(-c2nnnn2-c2cccc(C)c2)c1,-3.0,0.0,0.4,1.1,0.0,12,10,100.4,-1.0,98.9,-5.0
CC(C)N(Cc1nc(-c2ccccc2)no1)C(=O)c1ccc(Br)o1,3.0,-1.0,0.4,2.6,0.0,16,11,104.1,1.0,98.7,0.0
COC(=O)C1CCN(C(=O)COC(=O)Cn2cnnn2)CC1,-1.0,1.0,0.8,1.4,1.0,10,.,107.6,-1.0,106.8,-1.0
COc1ccc(-c2cc(C(F)(F)F)n3nc(C(=O)NCCN4CCOCC4)cc3n2)cc1,-3.0,0.0,1.1,15.1,0.0,9,10,99.3,0.0,93.6,-6.0
CCOc1ccc(N2C(=O)CC(/C=C3/N(C)c4ccccc4C3(C)C)C2=O)cc1 (stereo not given),0.0,-2.0,0.6,2.2,-2.0,17,28,101.9,0.0,99.1,2.0
C=CS(=O)c1sc(Cl)c(N2CCOCC2)c1[N+](=O)[O-] (stereo not given),3.0,14.0,-0.1,-0.3,13.0,13,6,95.1,-1.0,?,57.0*
NNc1ncnc2c1cnn2-c1ccccc1,8.0,6.0,-0.2,0.6,9.0,36,1,93.4,5.0,89.9,3.0
O=C(CNC(=O)c1ccco1)NCCCc1ccccc1,-3.0,-9.0,0.4,1.7,-1.0,16,16,100.5,-7.0,107.5,-12.0
CC1CCCC(NC(=O)c2cn(C)c3ccc(S(=O)(=O)N4CCCC4)cc3c2=O)C1C (stereo not given),-2.0,-8.0,0.8,0.3,1.0,31,17,101.6,-7.0,100.9,-11.0
CCOC(=O)c1cnc2c(C)cc(C)cc2c1Nc1ccc(S(=O)(=O)Nc2ncccn2)cc1,-3.0,0.0,0.8,2.1,-1.0,8,7,102.9,-1.0,100.7,-1.0
CC1(C)Cc2c(C#N)c(N3CCN(C(=O)c4ccccc4)CC3)nc(-c3ccco3)c2CS1,-2.0,3.0,1.0,0.8,0.0,25,26,100.9,-6.0,94.8,13.0
Cn1cc(Cl)c(C(=O)NNC(=S)NCc2ccco2)n1,-8.0,-1.0,-0.2,-0.2,-4.0,17,10,98.6,-70.0,98.9,2.0
O=C(C1=C[C@@H](c2ccc(Br)cc2)C[C@@H](OCc2ccc(CO)cc2)O1)N1CCOCC1,-1.0,-5.0,0.6,1.1,-2.0,21,5,99.9,-5.0,101.8,-5.0
Cc1ccc(-n2nc(-c3ccccc3)cc2Nc2ccccc2N)cc1,-6.0,-3.0,4.7,14.0,-5.0,16,16,103.1,-9.0,102.4,-9.0
O=C(Nc1ccon1)c1cc(-c2ccccc2)nc2ccccc12,-10.0,-12.0,1.2,29.4,-5.0,24,30,100.1,-8.0,100.2,-24.0
Cc1ccccc1C(=O)N1CCN(c2ccc([N+](=O)[O-])c(N3CCOCC3)c2)CC1,0.0,0.0,0.8,4.4,1.0,13,12,103.0,1.0,100.9,0.0
CCOC(=O)C1=NNC2C(=O)N(C3CCCCC3)C(=O)C12 (stereo not given),-5.0,-6.0,0.0,-1.7,0.0,36,14,101.6,-11.0,100.0,-18.0

# Results in RGS7-Gao reg and Bcl-2 Bim block, for some of the entries so far:
SMILES | RGS7-Gao reg | Bcl-2 Bim block
O=C(C1=C[C@@H](c2ccc(Br)cc2)C[C@@H](OCc2ccc(CO)cc2)O1)N1CCOCC1 | 101.8 | -5.0
Cc1ccc(-n2nc(-c3ccccc3)cc2Nc2ccccc2N)cc1 | 102.4 | -3.0
O=C(Nc1ccon1)c1cc(-c2ccccc2)nc2ccccc12 | 100.2 | -12.0
Cc1ccccc1C(=O)N1CCN(c2ccc([N+](=O)[O-])c(N3CCOCC3)c2)CC1 | 100.9 | 0.0
CCOC(=O)C1=NNC2C(=O)N(C3CCCCC3)C(=O)C12 (stereo not given) | 100.0 | -6.0

# Going on with the list:
SMILES,Bcl-XL Bim block,Bcl-2 Bim block,ABCB1 inh,ABCG2 block,Bim-Bcl-W,GSH fluor,Avidin bead fluor,RGS4-Gao reg,Bcl-B Bim block,RGS7-Gao reg,Bfl-1 Bim block
CCSc1ccc(-c2nn(-c3ccccc3)cc2/C=C(/C#N)C(=O)NC)cc1,-7.0,-8.0,-0.8,-3.3,-8.0,17,16,99.8,-12.0,100.0,-15.0
CCOc1ccc(S(=O)(=O)Nc2ccc(S(=O)(=O)N3CCCC3)cc2)cc1,-4.0,-9.0,-0.5,-5.0,0.0,27,9,118.3,-1.0,123.8,-4.0
Cc1ccc(C2=Nc3cccnc3C(c3ccccc3)=NN2)cc1,-1.0,-3.0,-0.7,3.1,0.0,12,9,102.7,-2.0,102.2,0.0
Cc1cc(-c2nn(-c3ccccc3F)cc2CN2CCCC(C(N)=O)C2)c(C)s1 (stereo not given),-4.0,-2.0,0.6,0.9,1.0,17,10,100.8,-5.0,102.9,-5.0
CCN(CC)CC(=O)Nc1ccc([N+](=O)[O-])cc1,-4.0,-2.0,1.3,2.0,-2.0,12,10,98.7,-7.0,?,-3.0
NC(=Nc1ccc(Cl)cc1)c1ccccc1,-2.0,-3.0,0.3,0.7,-1.0,12,22,111.8,-4.0,?,-6.0
COc1ccccc1N1CCN(C(=O)CCCN2C(=O)c3cccc4cccc(c34)C2=O)CC1,-1.0,-3.0,6.7,16.6,-3.0,10,12,100.7,-2.0,102.1,-2.0
CSc1oc(-c2ccc(F)cc2)nc1S(=O)(=O)c1ccc(F)cc1,-2.0,-9.0,0.4,0.9,1.0,17,8,98.6,-4.0,103.6,-13.0
O=S(=O)(C(=CNc1ccccc1)S(=O)(=O)c1ccccc1)c1ccccc1,-9.0,-8.0,1.1,6.1,-5.0,11,10,103.8,-8.0,102.5,-11.0
COCCSc1ccccc1C(=O)NCC1CCCO1 (stereo not given),2.0,-6.0,0.6,2.9,-2.0,26,9,87.8,-3.0,94.6,-8.0
CNC(=O)COC(=O)c1cc(SC)ccc1Cl,-3.0,-6.0,2.2,13.3,-5.0,13,20,102.1,-7.0,?,-7.0
O=C(Nc1c(C(=O)NCc2ccco2)cnn1-c1ccccc1)c1cccc(F)c1,-5.0,4.0,0.6,1.5,-3.0,16,23,101.2,-2.0,100.1,0.0
C/C(=N\NC(=O)c1cccc([N+](=O)[O-])c1)c1cccc(NC(=O)C2CC2)c1,2.0,1.0,0.4,3.1,2.0,23,14,97.0,0.0,100.8,-6.0
CCC(Sc1ncccc1C(=O)OCCN1CCCC1=O)C(=O)NCc1ccco1 (stereo not given),-4.0,-5.0,0.2,-4.9,-1.0,23,26,103.9,-8.0,103.3,-17.0
COc1ccc(OC)c(NC(=O)CN2CCC(C(=O)c3ccc(C)cc3)CC2)c1,-17.0,-11.0,1.4,4.6,1.0,51,6,97.1,-4.0,98.9,-11.0
c1ccc(Oc2cccc(CN3CCOCC3)c2)cc1,-1.0,-1.0,0.9,5.9,0.0,14,15,98.5,-2.0,101.6,0.0
O=C(CCc1nnc(-c2ccccc2)o1)NCC1CCN(C2CCCC2)CC1,-2.0,-3.0,0.0,-0.9,3.0,16,4,84.7,-2.0,107.5,-5.0
CC(=O)Nc1cccc(NC(=O)C2CCCN2C(=O)Nc2cccc(C)c2)c1 (stereo not given),-7.0,-7.0,-0.5,0.3,-5.0,35,6,128.6,-6.0,116.1,-8.0
Cn1c(SCc2ccccc2)nnc1-c1ccc2c(c1)OCO2,-9.0,-11.0,1.0,18.5,0.0,32,14,100.2,-25.0,101.1,-11.0
O=c1cc(CO)occ1OCc1cccc(C(F)(F)F)c1,-5.0,-14.0,0.5,2.3,2.0,13,11,89.3,-10.0,99.0,-10.0

# Source: PubChem
